# From PubChem BioAssay
# TRHR agonist: activates the human TRH receptor | AID 493084 | 360,000 tested, 0.18% active | TRHR cells, calcium flux fluo-8, FDSS agonist mode | P34981 | activation, % at 2 µM; in the data active = activation above about 30%; also: 0% is about no effect
#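 Fluo-8-loaded TRHR cells; 10 s baseline, compound added, kinetic Ca2+ fluorescence read 1/s, agonist mode.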
# IDH1 R132H inh: inhibitors of human mutant IDH1 R132H; O75874; IDH1-R132H enzyme, NADPH consumption, diaphorase/resazurin fluorescence; Potency, µM (titrated, usually from 76.6 µM), for inactives: at the top dose activity change, negative = inhibition, usual class: inhibitors; 390,000 tested, 0.093% active; AID 602179; also: potency is read from the fitted curve at half-maximal effect; % is scaled to controls: 0 for no effect and ±100 for the full control effect; nearly all actives have a fitted effect of over 65% in size
# Target sequence (O75874 whole entry R132H, stated change not applied): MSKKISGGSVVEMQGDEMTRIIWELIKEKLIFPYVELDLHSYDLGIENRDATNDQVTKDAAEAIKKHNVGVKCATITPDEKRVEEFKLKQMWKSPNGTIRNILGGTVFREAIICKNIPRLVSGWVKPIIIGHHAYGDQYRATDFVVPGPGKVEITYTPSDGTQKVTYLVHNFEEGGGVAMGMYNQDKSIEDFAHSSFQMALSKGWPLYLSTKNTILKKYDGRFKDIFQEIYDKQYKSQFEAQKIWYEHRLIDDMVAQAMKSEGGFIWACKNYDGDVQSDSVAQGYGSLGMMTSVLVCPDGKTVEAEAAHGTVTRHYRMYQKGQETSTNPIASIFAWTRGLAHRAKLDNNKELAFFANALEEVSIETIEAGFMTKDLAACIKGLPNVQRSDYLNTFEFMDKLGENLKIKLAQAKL
#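 IDH1-R132H (0.5 ug/mL) preincubated 30 min with compound, then NADPH (0.016 mM) and alpha-KG (2 mM) added; 80 min at RT, pH 7.5. Remaining NADPH coupled via diaphorase/resazurin to fluorescence (540/590 nm); concentration-response curves normalized to no-enzyme control.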
# TrxR1 substrate: substrates of rat thioredoxin reductase 1 | O89049 | purified TrxR1 substrate turnover, NADPH consumption readout | Potency, µM (titrated, usually from 114 µM), for inactives: top-dose activity change, negative = substrate turnover | 390,000 tested, 0.01% active | AID 588456; also: potency is read from the fitted curve at half-maximal effect; % is scaled to controls: 0 for no effect and ±100 for the full control effect; nearly all actives have a fitted effect of over 50% in size
#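 Rat TrxR1, dispensed at 90 nM, was prereduced with 400 uM NADPH (final) for 5 min at ~22 deg C, then incubated with compound 15 min before 400 uM selenite. A first-read NADPH fluorescence drop versus no-compound background flagged substrates.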
# D2 agonist: activates the human D2 dopamine receptor. P14416. HEK293 T-REx D2 cells, calcium flux agonist mode. activation, % at 2 µM. 340,000 tested, 0.53% active. AID 485358;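 active = activation over 3 SD above normal in the single-dose calcium agonist read, cut at about 30% in these data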; also: 0% is about no effect
# Target sequence (P14416 whole entry, looked up): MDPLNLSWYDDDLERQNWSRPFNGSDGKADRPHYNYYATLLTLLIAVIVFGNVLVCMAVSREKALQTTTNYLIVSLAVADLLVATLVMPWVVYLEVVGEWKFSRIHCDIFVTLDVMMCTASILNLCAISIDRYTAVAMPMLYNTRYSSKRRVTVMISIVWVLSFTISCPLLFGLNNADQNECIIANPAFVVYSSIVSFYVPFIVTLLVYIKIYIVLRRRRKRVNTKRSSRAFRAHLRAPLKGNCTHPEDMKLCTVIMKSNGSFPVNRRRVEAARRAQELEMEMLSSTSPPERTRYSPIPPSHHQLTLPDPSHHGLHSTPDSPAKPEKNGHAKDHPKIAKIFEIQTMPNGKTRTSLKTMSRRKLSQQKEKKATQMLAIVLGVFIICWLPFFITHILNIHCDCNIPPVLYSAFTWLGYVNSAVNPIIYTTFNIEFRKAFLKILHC
#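 Agonism is scored from calcium flux in a force-coupled, inducible HEK293 cell line expressing D2, read kinetically for 180 s after compound addition against dopamine controls.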
# USP1 inh: inhibitors of human USP1/UAF1 deubiquitinase | O94782 | recombinant USP1/UAF1, Ub-Rhodamine cleavage fluorescence | Potency, µM (doses to about 57.1 µM), without a hit: at the highest dose activity change, negative = inhibition, most hits filed as inhibitors | 390,000 tested, 0.23% active | AID 743255; also: potency is read from the fitted curve at half-maximal effect; % is scaled to controls: 0 for no effect and ±100 for the full control effect; nearly all actives have a fitted effect of over 60% in size; inactives centre near -12
#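 USP1/UAF1 complex at 1 nM was preincubated with compound for 15 min at room temperature, then Ub-Rho substrate (150nM final) was added. Fluorescence (480/540 nm) was read kinetically, 6 reads every 60 seconds.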
# TRHR enhancer: allosterically enhances the human TRH receptor; P34981; TRHR cells, fluo-8 calcium fluorescence, EC20 TRH enhancement; enhancement, % at 2 µM; 360,000 tested, 0.66% active; AID 493056; in the data active = enhancement above about 30%; also: 0% is about no effect
#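 Enhancer read-out: after compound pinning and an initial kinetic agonist-mode read, an EC20 of TRH (10 nM final) was injected and fluo-8 calcium signal (Ex 480/Em 530) followed at 1 s/cycle for 100 cycles in TRHR-expressing cells.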
# TrxR1 inh: inhibitors of rat thioredoxin reductase 1; 390,000 tested, 1% active; O89049; Potency, µM (highest dose often 114 µM), inactives show at the top dose activity change, negative = inhibition, usual class: inhibitors; recombinant rTrxR1, NADPH fluorescence consumption, selenite substrate; AID 588453; also: potency is read from the fitted curve at half-maximal effect; % is scaled to controls: 0 for no effect and ±100 for the full control effect; nearly all actives have a fitted effect of over 65% in size
#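 Rat TrxR1 (90 nM in the dispensed reagent) was pre-reduced with 400 uM NADPH for 5 min at room temperature, then incubated with compound for 15 min. After 400 uM selenite was added, NADPH fluorescence (Ex 340/Em 450 nm) was followed for 8 min.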
# D2 antagonist: D2 dopamine receptor (human) antagonism | inhibition, % at 10 µM | 340,000 tested, 2% active | AID 485344 | P14416 | HEK293 TREx D2 cells, calcium flux, dopamine EC80; in the data active = inhibition above about 30%; also: 0% is about no effect
#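 Calcium mobilization kinetics were recorded at 1 s intervals in tetracycline-induced HEK293 T-REx D2 cells, first for 180 s after compound addition and then 180 s after EC80 dopamine.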
# PI4K2A inh: blocks human PI4K2A kinase activity | Q9BTU6 | activity change, negative = inhibition, % at 76.9 µM | AID 1346378 | 420,000 tested, 0.13% active | purified PI4K2A, ADP-Glo luminescence, 1 h; active compounds read low; in the data active = activity change below about -50%; inconclusive = mostly about -30% to -49%;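 also: -100% = wells without enzyme as full effect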
#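 Compounds are screened against recombinant PI4K2A using PI as substrate and ATP, the latter dispensed at 300 microM. Reactions run one hour at ambient temperature before ADP-Glo detection; full inhibition defined by wells lacking enzyme.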
# * hit, by the source's call; ? = inconclusive; · = no result given; & = joins results of further samples; [ ] = another dose, or the depositor's remark. Unless noted, calls follow the shape of the dose curve; as a rule, active = well fitted inhibition curve with a large enough effect; inconclusive = small, poorly fitted or top-dose-only effect; inactive = no such curve, though single readings can be large or run the other way.
# Sequence of screens: TRHR agonist	IDH1 R132H inh	TrxR1 substrate	D2 agonist	USP1 inh	TRHR enhancer	TrxR1 inh	D2 antagonist	PI4K2A inh
- CCN1CCc2c(sc(NC(=O)c3ccc(S(=O)(=O)N4CCCC(C)C4)cc3)c2C(=O)OC)C1 (stereo not given)
 : 6.1	-9.0%	7.3%[57.1 µM]	-0.2	-21.3%	2.7	13.1%[57.1 µM]	·	-5.8
- Cc1cc(C)cc(NC(=O)CSc2nnc(CN3CCOCC3)n2C)c1
 : 0.6	-0.2%	0.9%	-0.4	-9.8%	1.8	10.8%	3.1	3.3
- O=C(CN1CCC(n2nnc3cc(F)ccc32)CC1)Nc1ccc2c(c1)CCC2
 : -1.2	-4.6%	-8.6%	0.0	-19.1%	-8.4	11.4%[57.1 µM]	28.8	1.1
- O=C(CN1CCN(c2ccccn2)CC1)Nc1ccc(F)c(F)c1
 : 0.0	-18.5%	-2.8%	52.2*	-25.5%	-4.4	2.5%	17.5	9.4
- Cn1c(/C=C/c2cccc([N+](=O)[O-])c2)c([N+](=O)[O-])c(=O)n(C)c1=O
 : -0.1	0.4%	-8.5%	1.0	-5.6%	9.5	9.4%[57.1 µM]	-11.2	3.6
- O=C(c1ccc(C(F)(F)F)cc1)N1CCC(=O)N(C(CO)Cc2ccccc2)CC1 (stereo not given)
 : ·	-7.1%	8.7%[57.1 µM]	·	-27.8%	·	33.2%[57.1 µM]	·	3.1
- CC(=O)Nc1ccc(S(=O)(=O)NCC(=O)OCC(=O)N2CCCCCC2)cc1
 : 0.2	5.9%	2.9%	-0.1	-16.1%	1.5	19.2%	-15.1	-21.1
- Cc1ccc(NC(=O)CC(C)N2CCCC2)cc1 (stereo not given)
 : -0.9	2.1%	-5.9%	0.5	-11.6%	-4.1	-12.0%	-0.6	-3.3
- CCOC(=O)N1CCN(Cc2nc3cc(NC(=O)CC(C)C)ccc3n2CC)CC1
 : -2.1	-5.4%	12.5%[57.1 µM]	·	-16.0%	-0.4	47.7%[activator][57.1 µM]	·	-0.5
- CCOC(=O)CSc1nc2sc3c(c2c(=O)n1Cc1ccccc1)CC(C(C)C)OC3 (stereo not given)
 : -0.3	-6.6%	5.0%	0.8	-9.5%	-7.2	21.4%	·	0.5
- CCN1CCN(S(=O)(=O)c2cccc([N+](=O)[O-])c2)CC1
 : 0.0	1.0%	3.5%	0.7	-17.4%	-4.1	14.3%	18.6	1.2
- O=C(Nc1ccnn1C1CCN(CC(O)CO)CC1)C1CCCC1 (stereo not given)
 : 0.7	-5.8%	2.3%	0.9	-9.5%	-1.1	13.6%	-8.8	7.0
- Cc1cc(=O)[nH]c(CN2CCC(c3ccccc3)CC2)n1
 : 0.4	11.1%	5.5%[57.1 µM]	-1.1	-15.5%	1.9	24.3%[57.1 µM]	7.4	-2.5
- O=C(c1ccccc1Cl)N1CCN(Cc2ccc3c(c2)OCO3)CC1
 : -1.1	-3.8%	-1.6%	-1.6	-13.0%	-2.6	26.4%	-5.7	-2.6
- CCCSc1nc(N2CCOCC2)c2c(c1C#N)CCCC2
 : -0.3	-7.0%	-3.3%	1.3	-25.5%	-10.2	-4.2%	-5.2	-5.8
- CCCCN(C)C(=O)c1ccc2c(c1)S(=O)(=O)c1ccccc1C2=O
 : 0.4	-0.3%	-6.7%	-0.6	-17.9%	-13.4	1.3%	5.8	-0.1
- N#C/C(=C\c1cn(CCOc2ccccc2)c2ccccc12)C(=O)NCc1cccs1
 : 1.9	0.4%	-10.1%	0.6	-11.8%	-0.4	-13.4%	9.2	4.1
- CCN(CC)c1ccc(/C=N/NC(=O)Cc2nnc(NC(=O)Nc3ccccc3)s2)cc1
 : 0.7	4.14µM*	-3.6%	1.4	-7.6%	8.1	3.9%	-21.0	1.1
- CCOC(=O)c1c(NC(=O)c2cc(-c3cccc(O)c3)on2)sc(C(C)=O)c1C
 : 0.6	5.4%	8.2%	-0.7	-21.9%	3.3	29.4%	11.3	-8.3
- Cc1ccc(N(C)C(=O)N2CCN(c3ccccn3)CC2)cc1
 : -0.4	18.7%	13.6%	-0.8	-7.7%	17.3	9.3%	-10.4	3.7
- COc1ccc2nc(C)cc(Nc3ccc(Cl)c(Cl)c3)c2c1
 : -1.0	-3.3%	11.6%	·	-27.5%	3.4	16.6%	·	-2.9
- Cc1ccc(N2CCN(S(=O)(=O)c3ccc4c(c3)n(C)c(=O)c(=O)n4C)CC2C)cc1 (stereo not given)
 : 0.1	3.0%	-4.5%	-0.6	-4.6%	1.9	-0.9%	2.9	-3.1
- Cc1c(CCOC(=O)c2cccc([N+](=O)[O-])c2)sc[n+]1CC(=O)c1ccccc1
 : 0.1	14.5%	2.5%	0.3	-15.2%	-10.1	-4.9%	17.7	2.3
- COc1ccc(Cl)cc1NC(=O)CN(C)C(=O)CCNC(=O)c1ccccc1OC
 : -2.5	10.7%	-0.2%	0.3	-19.7%	-11.1	4.9%	30.6*	-4.9
- CCN(CC)C(=O)CC(c1cc(OC)c(OC)c(OC)c1)c1c(OC)cc(OC)c2ccc(=O)oc12 (stereo not given)
 : -0.1	-9.1%	3.6%&3.2%	·	-12.8%	-1.5	-8.7%&-6.3%	·	-0.7
- COc1ccc(C(=O)N/N=C/c2cn[nH]c2-c2ccc(OC)cc2OC)cc1
 : 0.0	8.0%	-9.6%	-1.7	-15.7%	-4.8	-17.5%	5.0	2.4
- Cc1oc2ccc(O)c(CN3CCCC3)c2c1C(=O)Nc1ccccc1
 : -0.2	-17.0%	0.8%	-1.0	-26.5%	-2.4	14.7%	·	-1.9
- CCOc1cc2c(cc1OCC)C(C(=O)O)C(c1ccc(OC)c(O)c1)N(C)C2=O (stereo not given)
 : 1.3	0.1%	-5.6%	2.4	-6.0%	20.2	-9.8%	-48.3	-0.5
- CN(C)c1ccc(N/C(N)=N/c2nc(C(F)(F)F)cc(C(F)(F)F)n2)cc1
 : 1.1	5.5%	-3.1%	-0.9	-8.1%	-6.0	7.5%	4.2	-9.6
- Cc1cc(C=C2C(=O)CCCC2=O)c(C)n1-c1ccccc1
 : 0.6	9.1%	-4.0%	0.1	-12.7%	4.4	-32.5%	-4.6	-8.6
- NC(=O)CC1C(=O)N(c2ccc(Cl)cc2)C(=S)N1NC(=O)c1cccc(F)c1 (stereo not given)
 : 1.2	-3.2%	-4.4%	-0.6	-22.3%	2.0	-3.5%	-22.6	-1.0
- O=C(Nc1nnc(SCC(=O)N2CCCC2)s1)C1CC(=O)N(c2ccccc2)C1 (stereo not given)
 : 0.1	8.5%	-8.7%	-1.6	-5.6%	6.9	-18.7%	0.6	4.7
- Cc1ccccc1OCCC(=O)Nc1ccccc1C(=O)NC1CC1
 : 0.4	-3.5%	3.6%	0.1	1.5%	5.1	18.9%	-3.7	-3.4
- COc1ccc(-c2cn3c(n2)sc2cc(C(=O)N4CCCCC4)ccc23)cc1
 : -0.2	41.0%[activator]	1.1%	1.1	0.6%	-9.5	12.0%	·	-3.9
- CCCC1C(=O)Nc2ccccc2N1C(=O)c1ccc(C(C)(C)C)cc1 (stereo not given)
 : 10.5	2.0%	-1.6%[57.1 µM]	1.3	-13.8%	-5.3	-0.2%[57.1 µM]	21.0	0.0
- CCOc1ccccc1OCC(=O)NCc1ccco1
 : 0.1	3.5%	6.7%	0.3	-5.5%	10.1	28.2µM*	0.4	-5.7
- CC(C)(C)c1ccc(C2C(C#N)=C(N)Oc3n[nH]c(-c4cccnc4)c32)cc1 (stereo not given)
 : 0.7	0.0%	4.0%	1.0	-2.3%	0.5	34.5%	0.5	-0.1
- Cc1ccc(CNC(=O)c2cnc3ccccc3n2)cc1
 : -0.2	-0.9%	3.8%	0.2	-20.7%	-3.0	?	28.2	-4.9
- Cc1c(Cl)cccc1N1C(=O)C(N2C(=O)c3cccc([N+](=O)[O-])c3C2=O)C1c1cccs1 (stereo not given)
 : -0.5	5.1%	8.1%	-0.6	-19.8%	2.3	25.0%	4.6	1.1
- COc1cccc(OCC(O)CN2CCN(c3ccccn3)CC2)c1 (stereo not given)
 : 0.0	1.3%	0.9%	73.1*	3.9%	4.4	-7.3%[57.1 µM]	91.5*	-2.9
- CN1CCN(S(=O)(=O)c2ccc(N3CCN(C(c4ccccc4)c4ccccc4)CC3)nc2)CC1
 : 1.3	4.7%	-0.6%[57.1 µM]	-0.8	-11.1%	-0.5	23.0%[57.1 µM]	-6.6	-0.7
- CC(=O)Nc1cccc(C(=O)NCc2ccc3c(c2)CCN3C(C)=O)c1
 : 0.7	-13.9%	-12.2%[57.1 µM]	-0.1	-13.6%	-1.2	-5.4%[57.1 µM]	·	4.4
- CC(=O)Nc1ccc(-c2csc(NC(=O)CCCc3cccs3)n2)cc1
 : 0.1	0.0%	5.8%	-1.2	-22.4%	-1.3	29.7%	-8.3	-2.2
- N/C(=N\OC(=O)Oc1ccccc1)c1cccc([N+](=O)[O-])c1
 : 0.8	6.6%	-1.8%	-0.9	-2.7%	-0.7	-4.7%	-17.5	-3.3
- COc1ccc(C2=NOC(C(=O)Nc3cc(C)nn3-c3ccccc3)C2)cc1OC (stereo not given)
 : 0.6	-5.1%	2.0%[57.1 µM]	0.0	-3.6%	6.7	16.3%[57.1 µM]	-18.1	0.9

# Looked up by compound from the entries so far, 4 records:
# Sequence of screens: TRHR agonist	IDH1 R132H inh	TrxR1 substrate	D2 agonist	USP1 inh	TRHR enhancer	TrxR1 inh	D2 antagonist	PI4K2A inh
- Cc1ccc(N(C)C(=O)N2CCN(c3ccccn3)CC2)cc1
 : -0.4	18.7%	13.6%	-0.8	-7.7%	17.3	9.3%	-10.4	3.7
- CCN(CC)C(=O)CC(c1cc(OC)c(OC)c(OC)c1)c1c(OC)cc(OC)c2ccc(=O)oc12 (stereo not given)
 : -0.1	-9.1%	3.6%&3.2%	·	-12.8%	-1.5	-8.7%&-6.3%	·	-0.7
- Cc1ccc(CNC(=O)c2cnc3ccccc3n2)cc1
 : -0.2	-0.9%	3.8%	0.2	-20.7%	-3.0	?	28.2	-4.9
- Cc1cc(C)cc(NC(=O)CSc2nnc(CN3CCOCC3)n2C)c1
 : 0.6	-0.2%	0.9%	-0.4	-9.8%	1.8	10.8%	3.1	3.3
